MCL1 BIM primary: inhibitors of human MCL1 binding to BIM-BH3 peptide; Q07820; GST-MCL1 / FITC-Bim-BH3 fluorescence polarization; inhibition, % at 10.9 µM; hit rate 0.68% among 320,000;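 active = inhibition above the mean inhibition of all tested compounds plus 3 SD, set per campaign, cut at about 40% in these data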;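 note: 0% = DMSO wells and 100% = unlabeled Bim-BH3 peptide control; higher means more loss of mP so more displacement of Bim peptide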
Target sequence (Q07820 whole entry, looked up): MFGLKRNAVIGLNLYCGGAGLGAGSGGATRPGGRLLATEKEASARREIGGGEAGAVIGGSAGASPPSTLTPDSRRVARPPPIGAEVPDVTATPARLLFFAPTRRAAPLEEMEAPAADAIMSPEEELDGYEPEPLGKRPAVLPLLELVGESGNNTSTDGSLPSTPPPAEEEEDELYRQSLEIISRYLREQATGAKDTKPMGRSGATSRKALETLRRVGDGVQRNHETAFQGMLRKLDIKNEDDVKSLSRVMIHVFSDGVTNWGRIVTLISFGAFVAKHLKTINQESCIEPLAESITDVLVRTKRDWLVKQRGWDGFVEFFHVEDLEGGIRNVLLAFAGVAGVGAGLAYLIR
PAFAH1B2 FP inh: inhibitors of human PAFAH1B2; P68402; recombinant PAFAH1B2, FP-rhodamine activity probe, fluorescence polarization; inhibition, % at 3.39 µM; hit rate 1.2% among 340,000; AID 492953;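 active = inhibition above the mean of all tested compounds plus 3 SD, cut at about 24% in these data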;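 note: 0% = enzyme with DMSO and 100% = wells lacking PAFAH1B2; many of its hits are not listed in these tables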
AHR act: activates the human aryl hydrocarbon receptor. P35869. activation, % at 5 µM. AID 2796. AHR-responsive luciferase reporter cells, luminescence. hit rate 2.5% among 320,000; in the data active = activation above about 47%;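 note: 0% = vehicle wells and 100% = reference agonist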
GLD-1 TGE inh: GLD-1-TGE RNA interaction inhibition (C. elegans); purified GLD-1 + fluorescein TGE RNA, fluorescence polarization; inhibition, % at 5.96 µM; hit rate 0.44% among 320,000; AID 2280;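 active = percent inhibition above a per-plate cutoff, the plate mean of test compounds plus 3 SD, cut at about 30% in these data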;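 note: 0% = DMSO wells with GLD-1 and probe and 100% = wells lacking GLD-1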
Target sequence (Q17339 whole entry, looked up): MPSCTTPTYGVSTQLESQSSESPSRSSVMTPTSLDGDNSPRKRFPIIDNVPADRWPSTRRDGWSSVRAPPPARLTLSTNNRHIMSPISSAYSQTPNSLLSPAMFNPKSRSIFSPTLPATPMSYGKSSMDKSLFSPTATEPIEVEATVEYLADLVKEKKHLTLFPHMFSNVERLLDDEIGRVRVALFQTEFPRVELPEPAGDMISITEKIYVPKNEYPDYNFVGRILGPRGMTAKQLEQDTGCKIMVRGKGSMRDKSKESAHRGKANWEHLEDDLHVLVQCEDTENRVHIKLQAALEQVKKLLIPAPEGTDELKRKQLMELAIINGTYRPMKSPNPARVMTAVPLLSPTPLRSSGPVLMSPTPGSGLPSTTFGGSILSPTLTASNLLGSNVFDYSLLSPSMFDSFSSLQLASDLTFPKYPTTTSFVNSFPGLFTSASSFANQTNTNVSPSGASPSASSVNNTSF
pPAFAH inh: pPAFAH (human) enzyme inhibition; recombinant pPAFAH, FP-rhodamine probe fluorescence polarization; inhibition, % at 3.39 µM; hit rate 1.5% among 330,000; Q13093;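 active = inhibition above the mean inhibition across the screen plus 3 SD, cut at about 25% in these data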;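 note: inhibitors block binding of the rhodamine activity-based probe so polarization drops; 0% = enzyme with DMSO and 100% = wells lacking pPAFAH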
PME-1 inh: PME-1 (human) inhibition; recombinant PME-1, FP-Rh probe fluorescence polarization; inhibition, % at 5.9 µM; hit rate 0.53% among 320,000; AID 2130;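 active = inhibition above the campaign mean of all compounds plus 3 SD, cut at about 26% in these data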;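 note: competitive labeling of PME-1 active site by serine hydrolase directed probe; 0% = PME-1 with DMSO and 100% = wells lacking PME-1 enzyme; inhibitors block probe labeling so polarization falls and inhibition rises; many of its hits are not listed in these tables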
Fam108B inh: blocks mouse Fam108B hydrolase in RBBP9 counter-screen. recombinant Fam108B, FP-Rh probe fluorescence polarization. inhibition, % at 9.51 µM. hit rate 0.33% among 300,000. AID 1947;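 active = inhibition above the screen mean inhibition plus 3 SD, computed separately per campaign, cut at about 18% in these data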;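 note: inhibitors lower polarization as less probe binds the enzyme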
BCLXL inh: Bcl-xL (human) inhibition; Q07817; GST-Bcl-xL / FITC-Bim BH3 peptide fluorescence polarization; inhibition, % at 10.9 µM; hit rate 0.7% among 320,000;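 active = inhibition above the mean of all tested compounds plus 3 SD, cutoff set per campaign, cut at about 30% in these data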;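 note: 0% = DMSO wells and 100% = unlabeled Bim-BH3 peptide competitor; inhibitors lower millipolarization by displacing the labeled peptide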
Target sequence (Q07817 whole entry, looked up): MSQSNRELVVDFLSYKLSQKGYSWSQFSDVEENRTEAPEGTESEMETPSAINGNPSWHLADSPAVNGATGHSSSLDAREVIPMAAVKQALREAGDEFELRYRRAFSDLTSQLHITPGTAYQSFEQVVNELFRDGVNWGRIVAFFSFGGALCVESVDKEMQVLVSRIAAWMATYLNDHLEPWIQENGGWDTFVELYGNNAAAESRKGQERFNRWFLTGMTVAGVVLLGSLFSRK
MEX-5 binding: C. elegans MEX-5 TCR-2 RNA binding activity; activity score (negative = inhibition of binding), % at 10 µM; hit rate 0.38% among 300,000; MEX-5/FITC-TCR2 RNA binding, fluorescence polarization; hits give low values;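 active = inhibition past about -25% in most replicates, and total fluorescence under double the plate's negative control median, limit read from the data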;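 note: 0% = DMSO and -100% = 5 µM competing unlabeled TCR2 RNA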
An asterisk follows results filed as active; · = not tested or not shown. Not all compounds are listed, so the mix of outcomes need not match the whole.

Start of the listing, in advance, 10 compounds:
SMILES	MCL1 BIM primary	PAFAH1B2 FP inh	AHR act	GLD-1 TGE inh	pPAFAH inh	PME-1 inh	Fam108B inh	BCLXL inh	MEX-5 binding
Cc1ccc(NC(=O)CN(C)C(=O)C(C)N2CCN(Cc3ccccc3C)CC2)cc1 (stereo not given)	1	4	0	-2	3	4	·	-2	·
CCOc1ccc(NC(=O)[C@@H](NC(=O)OCc2ccccc2)[C@@H](C)CC)cc1	-4	4	3	0	-2	-2	-1	3	-2.3
COc1ccc(NC(C)=O)cc1NC(=O)CCn1c(=O)sc2ccccc21	-1	-2	2	2	2	-4	1	3	-1.7
C=CCc1cc(Cl)ccc1OCCOCCNCCOC	3	0	2	-1	3	-3	3	9	1.8
Cn1c(=O)c2c(nc(N3CCOCC3)n2CCCNC2=NCCC2)n(C)c1=O	-4	-1	0	-6	3	2	-1	-3	-1.5
CCCCn1c(N)c(N(CCOC)C(=O)c2c(-c3ccccc3)noc2C)c(=O)[nH]c1=O	-7	1	0	1	5	3	-4	-3	1.5
Cc1ccc(S(=O)(=O)N(C)C)cc1NC(=O)COC(=O)CNC(=O)C12CC3CC(CC(C3)C1)C2	-1	4	-1	2	6	3	-2	-1	1.0
COc1ccc(/C=C2\SC(=S)N(CCCC(=O)NNC(=O)c3ccccc3O)C2=O)cc1	3	4	-2	7	15	-8	-23	6	1.0
O=C(CN1CC(c2ccccc2)CC1=O)Nc1ccc2c(c1)OCO2 (stereo not given)	3	0	8	-6	2	3	1	3	-0.3
CCCOC(=O)c1[nH]c2c(c1C)C(=O)CC(c1cccs1)C2 (stereo not given)	4	1	27	6	4	0	-1	3	·

The list itself, from the first entry:
SMILES	MCL1 BIM primary	PAFAH1B2 FP inh	AHR act	GLD-1 TGE inh	pPAFAH inh	PME-1 inh	Fam108B inh	BCLXL inh	MEX-5 binding
Cc1ccc(NC(=O)CN(C)C(=O)C(C)N2CCN(Cc3ccccc3C)CC2)cc1 (stereo not given)	1	4	0	-2	3	4	·	-2	·
CCOc1ccc(NC(=O)[C@@H](NC(=O)OCc2ccccc2)[C@@H](C)CC)cc1	-4	4	3	0	-2	-2	-1	3	-2.3
COc1ccc(NC(C)=O)cc1NC(=O)CCn1c(=O)sc2ccccc21	-1	-2	2	2	2	-4	1	3	-1.7
C=CCc1cc(Cl)ccc1OCCOCCNCCOC	3	0	2	-1	3	-3	3	9	1.8
Cn1c(=O)c2c(nc(N3CCOCC3)n2CCCNC2=NCCC2)n(C)c1=O	-4	-1	0	-6	3	2	-1	-3	-1.5
CCCCn1c(N)c(N(CCOC)C(=O)c2c(-c3ccccc3)noc2C)c(=O)[nH]c1=O	-7	1	0	1	5	3	-4	-3	1.5
Cc1ccc(S(=O)(=O)N(C)C)cc1NC(=O)COC(=O)CNC(=O)C12CC3CC(CC(C3)C1)C2	-1	4	-1	2	6	3	-2	-1	1.0
COc1ccc(/C=C2\SC(=S)N(CCCC(=O)NNC(=O)c3ccccc3O)C2=O)cc1	3	4	-2	7	15	-8	-23	6	1.0
O=C(CN1CC(c2ccccc2)CC1=O)Nc1ccc2c(c1)OCO2 (stereo not given)	3	0	8	-6	2	3	1	3	-0.3
CCCOC(=O)c1[nH]c2c(c1C)C(=O)CC(c1cccs1)C2 (stereo not given)	4	1	27	6	4	0	-1	3	·
CSc1ccc(CN2CCC(CO)(Cc3ccc(Cl)cc3)CC2)cc1	5	6	-3	5	-1	-2	2	2	0.8
O=C(Nc1ccc(O)cc1)c1cccc(Oc2ccc([N+](=O)[O-])cc2)c1	0	6	0	1	-1	5	3	1	1.3
Cc1ccc(C(=O)NCC(=O)OCC(=O)c2ccc3c(c2)OCCO3)cc1C	2	1	-1	2	13	4	6	-2	-0.8
O=[N+]([O-])c1cccc(/C([O-])=C(/C(=S)Nc2ccccc2F)[n+]2ccccc2)c1	13	3	50*	-1	2	1	0	8	0.5
Cn1c(SCC(=O)c2ccc(F)cc2)nnc1-c1ccccn1	5	-1	-1	5	0	2	2	-6	-0.6
NNC(=O)c1cnn(Cc2ccccc2)c1N	6	5	16	3	3	3	-2	2	-4.6
COC(=O)C1=C(C(=O)c2ccccc2)C(c2ccc(O)c(OC)c2)n2nnnc2N1 (stereo not given)	15	0	2	-6	1	-10	1	4	·
COc1ccc(C(=O)Nc2ccc3c(c2)n(C)c(=O)n3C)cc1OC	0	-5	8	8	5	0	-8	3	0.8
CCOC(=O)c1oc2c(CN3CCN(C)CC3)c(O)ccc2c(=O)c1-c1ccc(Br)cc1	-6	5	-4	-3	6	0	-3	1	2.3
CCCCCCCCCC[N+](C)(C)CC/C=C1/c2ccccc2Sc2ccc(Cl)cc21	-3	2	0	-9	20	-4	16	-2	3.6
Cc1cc(C)n2nc(C(=O)OCC(=O)c3ccccc3)nc2n1	·	3	2	1	0	·	·	·	·
CC(=O)OC(C(=O)NC1CCCCC1)c1cccc(F)c1 (stereo not given)	1	8	-1	5	-1	2	0	1	2.7
CCOC(=O)C1=C(C)NC(C)=C(C(=O)OCC)C1c1ccc(C)o1	-1	2	4	1	-1	0	2	4	1.3
O=C(NN1C(=O)/C(=C/c2cc([N+](=O)[O-])ccc2O)SC1=S)c1ccccc1O	55*	·	16	-7	16	4	2	5	-11
C=CCSC1=Nc2sccc2C2=NC(=O)CN12	18	6	18	-3	17	-7	1	6	-0.7
Cc1cc(C)c(S(=O)(=O)NCc2nc3nc(C)cc(C)n3n2)c(C)c1	1	4	0	0	3	2	3	1	0.9
Cc1cccc2sc(NNC(=O)c3ccc(S(=O)(=O)N4CC(C)CC(C)C4)cc3)nc12 (stereo not given)	9	8	14	8	18	1	7	2	0.9
Cc1c(Cl)c([N+](=O)[O-])nn1Cc1ccc(C(=O)N/N=C\c2cc(Cl)ccc2O)o1	-2	-8	31	-3	22	-3	0	-4	1.1
CCCn1c(=O)c(C(=O)NNC(=O)c2ccccc2[N+](=O)[O-])c(O)c2ccccc21	9	10	-1	5	15	3	-1	4	-1.8
Cc1ccccc1NC(=S)N1CCCN(Cc2ccc(F)cc2)C1	-3	-3	-3	1	6	5	4	4	-0.2
Cc1ccc2cc(C)c3nnc(SCC(=O)N4CCCc5ccccc54)n3c2c1C	10	·	2	1	0	-5	-1	6	-5.9
O=C(CNCCc1ccc(Cl)cc1Cl)NCc1ccco1	-2	18	0	1	4	4	1	0	1.4
O=S(=O)(Cc1ccccc1)NCc1ccccn1	3	0	4	2	0	5	-1	1	-1.4
CSc1cccc(CN2CCC(n3nccc3NC(=O)C3CC3)CC2)c1	2	-1	1	1	1	-7	-3	2	-4.4
Cc1nc2nc(-c3ccc(Cl)cc3)cn2nc1C	-13	-2	37	-4	-2	-3	-6	0	-19
O=C(/C=C/c1ccco1)NCCc1ccc(F)cc1	8	2	2	0	3	-5	2	4	-2.5
CCOc1ccc(-c2nnn(CC#N)n2)cc1OC	4	2	14	5	-2	1	6	4	1.7
COCCN(C(=O)CSc1n[nH]c(-c2ccccc2)n1)c1c(N)n(Cc2ccccc2)c(=O)[nH]c1=O	-10	-1	3	6	2	-3	2	-8	2.9
Cn1c(SCC(=O)NCCc2ccccc2)ncc(C(=O)Nc2ccc(F)cc2)c1=O	-2	8	22	1	4	2	0	5	2.2
O=c1c2ccccc2sc2ccc(NCCCN3CCOCC3)cc12	19	-11	5	36*	16	9	8	15	-2.4
NS(=O)(=O)c1ccc(CCNC(=O)c2cccnc2)cc1	5	5	-4	9	-2	-1	-3	4	1.5
Cc1ccc(NC(=O)COc2ccc(N3CC(C(N)=O)CC3=O)cc2)c(C)c1 (stereo not given)	9	-1	0	2	8	6	0	5	-1.4
Cc1ccc(S(=O)(=O)C2(C(=O)N3CCCCCC3)CC2)cc1	4	7	0	4	1	-3	0	1	1.4
COC(=O)c1ccc(Cl)c(NC(=O)CSc2ncn[nH]2)c1	5	6	1	-3	5	3	0	5	3.2
Cc1n[nH]c(C)c1NC(=O)c1cc([N+](=O)[O-])ccc1Cl	6	-1	-1	6	-4	1	1	4	-1.3
O=C(c1ccc(S(=O)(=O)c2ccccc2)cc1)N1CCc2ccccc2C1	-5	8	-3	3	6	-3	1	4	0.6
CCOC(=O)/C(=N\Nc1ccccc1Cl)N1CCN(c2ccccc2OC)CC1	-3	2	1	8	3	-2	5	2	2.6
COc1ccc(C)cc1-n1c(SCC(=O)Nc2cc(C)on2)nc2ccccc2c1=O	-2	-2	2	0	3	1	2	5	-2.5
CC(C)C[C@@H]1NC(=O)[C@H](Cc2ccc(O)cc2)NC(=O)c2cc([N+](=O)[O-])cc(I)c2NCCC[C@@H](C(N)=O)NC1=O	2	-9	-2	3	6	-33	-20	5	·
O=C(Nc1ccccc1N1CCOCC1)c1cccs1	4	2	1	-2	-2	0	2	7	1.9
O=[N+]([O-])c1cc2c(cc1/C=N/n1c(-c3ccccc3)n[nH]c1=S)OCO2	-3	17	11	-5	12	3	3	-22	0.1
C=CC[C@@H](CC(=O)OC(C)(C)C)C(=O)OC[C@@H]1CCCN1C(=O)[C@@H](CC=C)CC(=O)N[C@@H](CO)Cc1ccccc1	·	10	-2	8	3	·	·	·	·
COc1ccc(NC(=O)Cc2cccc3ccccc23)cc1	5	-1	1	-8	-2	3	2	2	-1.1
Cc1cccc(C)c1NC(=O)CNC(=O)C(Cc1ccccc1)NC(=O)c1ccccc1 (stereo not given)	0	-2	6	4	4	1	-2	2	1.5
CC(=O)OCC(=O)Nc1cc(S(=O)(=O)N2CCCCCC2)ccc1Cl	-3	6	-1	2	-3	3	1	-1	-0.2
COc1ccc(C(=O)NC(=S)N2CCCCC2)cc1[N+](=O)[O-]	14	3	12	6	-5	-5	-3	10	3.5
N#Cc1ccccc1S(=O)(=O)N1CCN(C(=O)C2CCC2)CC1	0	2	-2	1	8	-3	-1	6	2.7
Cc1ccc(S(=O)(=O)N(CCC(=O)O)Cc2ccc(Cl)cc2)cc1	3	18	0	1	0	6	5	4	1.4
O=C(c1ccc(Cl)cc1Cl)C1(n2cncn2)Oc2ccccc2C1O (stereo not given)	6	2	66*	-1	5	0	1	4	-1.1
COc1ccc(N(Cc2cc(=O)[nH]c3ccccc23)C(C)=O)cc1	12	9	8	4	3	2	2	4	-0.2
Remaining list, next part:
SMILES	MCL1 BIM primary	PAFAH1B2 FP inh	AHR act	GLD-1 TGE inh	pPAFAH inh	PME-1 inh	Fam108B inh	BCLXL inh	MEX-5 binding
Cc1cccc(C)c1NC(=S)/C(=C(\[O-])c1cccs1)[n+]1ccccc1	7	3	7	1	11	-4	-2	3	1.9
COc1ccccc1-c1ccc(=O)n(CC(=O)NCC2CCCO2)n1 (stereo not given)	-3	-3	2	-3	1	1	3	3	0.8
Cc1ccc(C(=O)NNC(=O)CCC(=O)Nc2cc(C)on2)cc1	14	0	1	2	4	-7	0	2	1.8
CCc1ccc(/C=C/c2c[nH]c3ccccc23)[n+](CC)c1	-44	1	24	-197	-1	1	8	-19	14

Bioassay records: PubChem, several laboratories
